Screening data: PubChem, several laboratories
GC-A act: GC-A (human) enzyme activation; hit rate 0.14% among 370,000; AID 1671463; HEK293 GC-A cells, cGMP TR-FRET, EC30 ANP; 0% at EC30 ANP, 100% saturating ANP; activation, % at 10 µM; P16066; in the data active = activation above about 40%
Target sequence (P16066 whole entry, looked up): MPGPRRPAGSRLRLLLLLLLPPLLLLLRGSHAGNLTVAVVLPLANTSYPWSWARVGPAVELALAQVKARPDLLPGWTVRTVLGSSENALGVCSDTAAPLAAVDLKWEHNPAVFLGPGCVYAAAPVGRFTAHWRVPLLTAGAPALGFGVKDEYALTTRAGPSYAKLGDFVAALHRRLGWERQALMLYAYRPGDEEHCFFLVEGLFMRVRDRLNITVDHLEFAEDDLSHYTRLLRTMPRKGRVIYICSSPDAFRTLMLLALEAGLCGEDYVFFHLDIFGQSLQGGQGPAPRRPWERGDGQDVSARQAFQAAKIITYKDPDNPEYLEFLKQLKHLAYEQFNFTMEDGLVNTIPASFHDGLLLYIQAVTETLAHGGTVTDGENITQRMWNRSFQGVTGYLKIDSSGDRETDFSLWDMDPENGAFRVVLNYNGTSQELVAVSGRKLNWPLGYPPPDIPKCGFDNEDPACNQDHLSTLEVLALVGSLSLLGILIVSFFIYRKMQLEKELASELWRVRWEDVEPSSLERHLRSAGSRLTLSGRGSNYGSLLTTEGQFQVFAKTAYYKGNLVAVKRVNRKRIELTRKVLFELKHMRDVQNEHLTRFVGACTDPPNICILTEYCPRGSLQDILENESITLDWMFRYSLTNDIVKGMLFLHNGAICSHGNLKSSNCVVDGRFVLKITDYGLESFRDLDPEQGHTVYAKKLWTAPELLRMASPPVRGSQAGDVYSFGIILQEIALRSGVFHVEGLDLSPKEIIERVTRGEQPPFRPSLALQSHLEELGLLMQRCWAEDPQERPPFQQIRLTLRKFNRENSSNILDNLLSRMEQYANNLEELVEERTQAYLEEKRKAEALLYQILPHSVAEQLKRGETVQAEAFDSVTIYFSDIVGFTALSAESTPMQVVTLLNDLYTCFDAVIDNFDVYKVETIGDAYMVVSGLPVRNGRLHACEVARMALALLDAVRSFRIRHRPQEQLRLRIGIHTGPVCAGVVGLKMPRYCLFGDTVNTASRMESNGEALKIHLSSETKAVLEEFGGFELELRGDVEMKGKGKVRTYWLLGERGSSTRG
SMARCA2 activ: SMARCA2 function activation, primary screen | hit rate 1% among 370,000 | MG213 cells, MMTV-luciferase reporter, dexamethasone, overnight | AID 652017 | activation, % at 9.1 µM; in the data active = activation above about 7.8%;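 also: 0% = vehicle wells and 100% = reference activator wells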
DAX1 inh-1: inhibits human nuclear receptor DAX1; hit rate 0.99% among 340,000; inhibition, % at 6.75 µM; P51843; HEK293 Gal4-DAX1 luciferase reporter, luminescence; AID 504766;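 active = inhibition above the mean over all tested compounds plus 3 SD, cut at about 4.2% in these data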;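 also: 0% = DAX1-transfected cells with DMSO and 100% = empty-vector control cells with DMSO; inhibition shows as a rise in luminescence from relieved DAX1 repression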
ssDAF-12 act: activates DAF-12 receptor from parasite S. stercoralis | AID 652126 | HEK293 ssDAF-12/GRIP1 lit1-tk-luc reporter, luminescence; % of 3 µM dafachronic acid response | hit rate 1% among 370,000 | activation, % at 6.8 µM;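 active = activation above the mean over all tested compounds plus 3 SD, cut at about 0.9% in these data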;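 also: 0% = DMSO-only wells and 100% = 3 µM delta7-dafachronic acid wells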
NPR2 activator: GC-B (human) receptor activation | AID 1920062 | hit rate 0.11% among 370,000 | activation, % at 10 µM | P20594 | HEK293-GC-B cells, CNP EC30, cGMP TR-FRET; 0% at EC30 CNP, 100% saturating CNP;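 active = activation at 10 µM reaching about 35% in either raw or pattern-adjusted values, limit read from the data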
DAX1 inh-2: inhibitors of DAX1 repression of SF-1 activated StAR promoter. HEK293T StAR-luciferase reporter, SF-1/DAX-1 repression relief. inhibition, % at 6.8 µM. hit rate 1.1% among 370,000. AID 652010;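 active = inhibition above the mean over all tested compounds plus 3 SD, cut at about 3.6% in these data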;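 also: 0% = DAX-1 cells with DMSO and 100% = cells lacking DAX-1 with DMSO; higher inhibition means more luminescence from relief of DAX-1 repression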
hgDAF-12 ag: hgDAF-12 agonism, primary luciferase screen. AID 687014. hit rate 1.8% among 370,000. activation, % at 6.8 µM. HEK293 GAL4-hgDAF12 UAS-luciferase reporter, agonist luminescence; normalized to butyrate control;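 active = activation above a cutoff set at the mean of all screened compounds plus 3 SD, cut at about 10% in these data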;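 also: 0% = DMSO wells and 100% = sodium butyrate wells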
hcDAF12 agonist: activates DAF-12 receptor from parasite H. contortus; hit rate 1.4% among 370,000; AID 652067; activation, % at 6.8 µM; HEK293 hcDAF-12 lit1-tk-luc reporter, luminescence; 0% DMSO, 100% Δ7-dafachronic acid;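 active = activation above the mean of all tested compounds plus 3 SD, cut at about 5.5% in these data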;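 also: 100% = response to 3 µM Δ7-dafachronic acid high control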
HGIII-sPLA2 inh: Blocks human group III sPLA2 activity; Q9NZ20; inhibition, % at 12.2 µM; hit rate 0.56% among 370,000; AID 743126; QFRET BODIPY PC-A2 liposome hydrolysis, fluorescence;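 active = inhibition above mean plus 3 SD of compounds lying within the high and low control bounds, cut at about 19% in these data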;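 also: 0% = median of test compound wells and 100% = no enzyme DMSO wells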
ADAM10 inh: inhibits human ADAM10 | O14672 | recombinant ADAM10, EDANS/DABCYL FRET peptide cleavage, 3 h | inhibition, % at 7 µM | hit rate 0.62% among 370,000 | AID 720582;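 active = inhibition above a per-campaign cutoff equal to the mean of compounds falling between control-based bounds plus 3 SD, cut at about 20% in these data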;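 also: 0% = DMSO wells while the 100% control is not disclosed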
FXN GAA850 act: activators of GAA850 frataxin (FXN) promoter | hit rate 0.56% among 360,000 | HEK293 lucGAA850 FXN promoter luciferase reporter, 24 h; percent of 10 µM SAHA response | activation, % at 6 µM;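 active = activation above the average of all compounds screened plus 3 SD, cutoff fixed separately per campaign, cut at about 7.5% in these data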;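 also: 0% = DMSO wells and 100% = 10 µM SAHA wells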
* hit, by the source's call; i = inactive; · = no result given. Rows are unselected; 6.6% or so of the library scored in one or more.

Each structure is followed by: GC-A act, SMARCA2 activ, DAX1 inh-1, ssDAF-12 act, NPR2 activator, DAX1 inh-2, hgDAF-12 ag, hcDAF12 agonist, HGIII-sPLA2 inh, ADAM10 inh, FXN GAA850 act
O=c1[nH]cnc(O)c1C(c1ccc(F)cc1)c1c(O)nc[nH]c1=O
  0, -3, -1.7, -1.0, 2, 0.7, 0.3, -2.5, -3, -3, 1.8
Cc1occc1-c1nnc(SCC(=O)Nc2ccc(F)cc2)n1Cc1ccccc1
  -1, -3, 0.8, -1.4, -5, -0.1, -3.7, -2.0, -5, -11, -0.8
Cc1c(Br)c([N+](=O)[O-])nn1CC(=O)N1CCN(Cc2ccccc2)CC1
  -1, 0, 0.5, -1.8, -2, 0.3, 4.3, -0.2, -1, 3, 2.0
N#CC1=C(N)N(c2ccccc2)C(=O)C1
  6, 0, 0.1, -0.9, 2, 0.9, 0.3, -1.1, 7, 3, 0.8
O=C1CCC(C(=O)N2CCC(O)(c3ccccc3)CC2)CN1CCc1ccccc1 (centres undefined)
  4, -2, 1.7, -0.8, 3, -0.5, -1.0, -1.2, -1, -3, 0.8
COc1ccc(Br)cc1CN(C)C(=O)c1cnc(C)cn1
  -3, -1, 0.1, -1.6, 2, -0.1, -0.9, -3.0, 13, -4, 1.1
O=C(Cc1sc(-c2ccccc2)nc1-c1ccccc1)Nc1ccccc1
  -3, 1, 0.7, -1.4, -4, 0.3, -2.2, -0.2, 3, 0, -0.1
CCOC(=O)c1cnc2cc(-c3ccc(C)cc3)nn2c1C
  -2, -2, 1.9, -1.2, -2, 1.0, 1.2, -2.6, 10, -26, 2.4
CC1CC(=O)c2cnc(Nc3ccccc3)nc2C1 (centres undefined)
  0, 2, 3.0, 0.1, -3, 4.0*, 10, 3.7, 5, 4, 6.9
COc1ccc(-c2ccc3nnc(SCC(=O)N4CCCC4)n3n2)cc1
  2, -2, 2.0, -1.4, 6, -0.2, -3.5, -2.3, 1, -368, 0.8
Cc1ccc(C)c(N(CC(=O)NC2CCCC2)C(=O)CCCC(=O)Nc2ccccn2)c1
  2, 0, -0.8, -1.4, -9, -0.7, -0.1, -1.8, -5, 2, -1.7
COc1cccc(C2=NOC(C(=O)Nc3cc(C)on3)C2)c1 (centres undefined)
  1, -1, -0.7, -1.2, -1, 0.3, -2.9, 0.4, 8, -4, 2.3
C=C[C@H](Cc1ccccc1)N(Cc1ccccc1)S(=O)(=O)N(Cc1ccccc1)[C@H](C=C)Cc1ccccc1
  1, 1, -0.5, -1.0, 1, 0.1, 0.5, -0.4, 6, 4, -0.7
CCOC(=O)c1c(NC(=O)/C=C/c2ccc3c(c2)OCO3)sc(C)c1CC
  -1, 0, -0.7, -0.7, 3, 0.0, 2.3, 0.2, 3, 4, -2.7
CC(=O)c1ccccn1
  3, 2, 6.0*, -1.3, -2, 0.5, 0.4, -1.9, -1, 0, -0.7
Cc1cccnc1NC(=O)CNC(=O)COc1ccccc1
  2, -2, 1.2, -1.0, 7, -0.4, 1.2, -0.3, 1, -1, 2.5
Cc1ccc(-c2c(C(=O)N/N=C/c3cccc(Cl)c3)nnn2-c2nonc2N)cc1
  1, -3, -0.3, -0.8, -5, -0.4, 1.5, 0.6, -11, 3, -2.3
Cc1ccc(C)c(-c2cc(C(=O)Nc3cccc(C(=O)O)c3)c3ccccc3n2)c1
  0, -3, -0.2, -1.1, -3, -0.1, -3.7, -1.3, -13, -2, 1.6
O=c1cc(CN(Cc2ccccc2)Cc2ccccc2)c2c(ccc3ccccc32)o1
  2, -5, ·, 1.8*, 2, 1.0, 1.1, 2.8, -3, -80, ·
CC(=O)Nc1ccc(-n2cc(-c3ccccc3)[nH]c2=S)cc1
  -3, 3, -1.2, -1.3, -2, -0.3, -0.3, -1.4, 17, 13, -1.7
Cc1nn(-c2c(Cl)cc(Cl)cc2Cl)c(=O)c2ccccc12
  -2, -1, -0.1, -1.6, 4, -1.8, -5.4, -2.4, -3, -1, -0.5
CC(C)(O)CC[C@@H](O)[C@](C)(O)C1CC[C@@]2(O)C3=CC(=O)[C@]4(O)C[C@@H](O)[C@@H](O)C[C@]4(C)C3CC[C@]12C (some centres undefined)
  1, 1, 1.0, -1.3, 0, -0.5, 1.4, 0.1, 2, -7, -1.5
COc1ccc(NC(=O)c2cc(S(=O)(=O)N3CCCC3)ccc2C)cn1
  -1, -1, -0.9, -1.0, 0, -0.8, 0.3, 1.4, 5, -13, -0.6
Cc1ccc(C(=O)OCC(=O)N2CCCc3ccccc32)cc1C
  2, 0, 2.0, -1.2, 3, 0.2, -0.3, -0.4, 3, 3, 2.1
CCOC(=O)C1=NN(c2ccccc2)C2(S1)SC(C(C)=O)=C(C)N2c1ccccc1 (centres undefined)
  -16, -1, -1.1, -0.9, -10, 0.7, -1.1, 0.2, -2, -18, 1.8
COc1ccc(S(=O)(=O)Nc2cccc3c2O[C@H](CN(C)C(=O)Nc2c(C)noc2C)[C@@H](C)CN([C@H](C)CO)C3=O)cc1
  0, 0, -0.9, -1.5, -2, -0.6, 2.4, 0.4, 5, -5, -1.2
CCOC(=O)[C@]12CCCC=C1N(Cc1ccc(OC)cc1)C(=O)[C@@H]2CC(=O)N1CCN(C(=O)C2CC2)CC1
  -3, -2, ·, 1.8*, -1, -1.6, -0.8, -1.3, -2, -3, ·
NC(=O)c1ccc(Cl)c2ccccc12
  2, -2, 0.6, -1.1, 8, -0.1, -0.1, 0.5, -1, 2, 1.4
O=C(NCCCc1ccccc1)OC1CC2CC1[C@H]1CCCCN1C2 (some centres undefined)
  4, -1, ·, -0.7, 6, 1.1, -0.7, 1.1, 3, -5, ·
CSc1ccccc1C(=O)OCC(=O)Nc1cccnc1Cl
  5, 0, 1.1, -1.1, 2, -0.8, 1.9, -1.7, -7, -4, 2.7
CCCNC(=O)CC(NS(=O)(=O)c1ccc(OC)cc1)c1ccco1 (centres undefined)
  1, -1, -0.5, -1.3, 10, 0.2, 1.7, 0.8, -2, -3, 0.1
N#C/C(=C/c1ccc(F)cc1)c1nnc(NC(=O)c2ccccc2)s1
  20, 0, -1.5, -1.4, -5, -0.1, -0.6, -1.1, 3, -9, 0.3
COC(=O)[C@]1(Cc2ccccc2)N[C@H](CN(C)S(=O)(=O)c2ccc(OC(F)(F)F)cc2)[C@@H]2C(=O)N(Cc3ccccc3)C(=O)[C@@H]21
  2, -6, -0.7, -1.3, 4, -1.1, -2.4, -1.7, 12, -6, -3.7
O=C(/C=C/c1ccccc1Cl)N(Cc1cccs1)C1CCS(=O)(=O)C1 (centres undefined)
  -9, -1, 0.2, -1.3, -14, 0.0, 0.0, 0.2, -4, -3, 1.2
C=CCO/N=C(/CCC)C1=C(N)CC(C)(C)CC1=O
  0, 0, 0.5, -1.4, -2, -0.4, 0.2, -0.5, -3, 5, 3.1
O=C(NCC(O)c1ccc([N+](=O)[O-])cc1)Nc1ccccc1 (centres undefined)
  -1, -2, -1.0, -0.3, 3, 0.0, 0.5, -0.7, -2, 4, -1.3
CCOc1cc(CN2CCN(S(=O)(=O)Cc3ccccc3)CC2)ccc1OC
  -5, 3, -2.0, -1.2, -2, -0.4, -3.8, -3.2, 1, 9, -1.2
Nc1ccc(-c2ncc(-c3ccccc3)o2)cc1
  -12, -9, -2.5, -2.8, -11, -0.9, -13, -8.0, 2, i, -14
Cc1onc(-c2ccccc2)c1CNC(=O)Nc1ccccc1
  0, -6, 1.4, -2.1, 3, 0.1, 1.0, 0.0, 0, 9, -0.6
CC(C)(C)C1N=C(c2ccc3ccccc3c2)OC1=O (centres undefined)
  4, 2, -0.1, -1.6, 2, 0.2, 2.4, 0.4, 6, -8, -0.5
O=C(NC1(Cc2ccccc2)CCN(CCc2cccs2)C1=O)c1ccccc1 (centres undefined)
  -3, 0, -0.6, -0.8, -4, 0.8, 1.0, -1.3, -7, 4, -0.2
Cc1nc(N)[nH]c(=O)c1Oc1cccc(C(F)(F)F)c1
  2, 2, 0.4, -1.1, 1, 0.2, 1.9, -1.2, -6, 1, -0.2
CCN(CC)S(=O)(=O)c1ccc2c(c1)C(=NO)c1cc(S(=O)(=O)N(CC)CC)ccc1-2
  -6, -4, -4.8, -1.0, 7, -0.5, 1.3, -1.8, 1, -2, 10*
Cc1nn(-c2ccccc2)c(Cl)c1/C=N\NC(=O)c1cnccn1
  2, -3, -0.6, -1.0, -4, 0.6, -0.5, 4.8, 0, 0, -0.3
CCN(CC(=O)NC(C)(C)C)C(=O)COc1c(Cl)cc(Cl)c2ccc(C)nc12
  -4, 0, -0.8, -2.2, 1, -0.4, -0.3, -1.2, -4, -32, -0.1
O=C(NNc1ncnc2c1cnn2-c1ccccc1)c1ccco1
  -2, -2, -0.3, -1.0, 0, -0.3, 4.9, -1.0, 5, -3, 2.0
S=C(NCCc1c[nH]c2ccccc12)NC1CCCCC1
  0, 0, 0.1, -1.0, -4, -0.1, 1.2, 0.4, -1, -1, 0.5
COc1ccc(S(=O)(=O)N2CCC(NC(=O)c3ccccc3)CC2)cc1
  3, -3, -0.9, -0.9, 4, 0.5, 2.0, 1.9, 1, 1, 4.0
COCCNC(=O)C1CCCN(C(=O)c2cncc(Br)c2)CC1 (centres undefined)
  -3, -3, ·, -0.9, 3, 0.7, -0.5, 1.3, -1, -10, 0.3
COc1ccc(C2C(C(=O)NCCCN3CCOCC3)c3ccccc3C(=O)N2c2ccc(OC)cc2)cc1 (centres undefined)
  1, -5, -0.8, -1.8, -3, 1.3, -5.0, 0.8, -13, 4, 2.2
CC(=O)Nc1ccc(-c2cn3c(n2)SCC3)cc1
  -8, 2, -0.3, -0.5, 1, 0.7, 1.9, 0.8, -7, 2, 1.6
